# GCN5L2 inh: inhibitors of human GCN5L2 histone acetyltransferase; GCN5L2 HAT assay, ThioGlo1 CoA-SH fluorescence; 390,000 compounds, 0.21% hits; Potency, µM (titrated, usually from 58.9 µM), for the others: at the top dose activity change, negative = inhibition, most hits filed as inhibitors; AID 504327
#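 GCN5L2 (20 nM) in 50mM HEPES pH 7.5, 0.1mM EDTA, 0.01% Tween-20 preincubated 15 min with compounds at room temperature. Reaction started with H3(1-25) 75uM, acetyl-CoA 70uM, ThioGlo1 50uM; CoA-thiol fluorescence (Ex340/Em540) read at 0 and 20 min.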
# FEN1 inh: inhibitors of human flap endonuclease 1; P39748; Recombinant FEN1 flap cleavage, fluorescence, 15 min; Potency, µM (series often up to 114 µM), for inactives: top-dose activity change, negative = inhibition, usual class: inhibitors; 390,000 compounds, 0.35% hits; AID 588795; further: nearly all actives have a fitted effect of over 65% in size
# Target sequence (P39748 whole entry, looked up): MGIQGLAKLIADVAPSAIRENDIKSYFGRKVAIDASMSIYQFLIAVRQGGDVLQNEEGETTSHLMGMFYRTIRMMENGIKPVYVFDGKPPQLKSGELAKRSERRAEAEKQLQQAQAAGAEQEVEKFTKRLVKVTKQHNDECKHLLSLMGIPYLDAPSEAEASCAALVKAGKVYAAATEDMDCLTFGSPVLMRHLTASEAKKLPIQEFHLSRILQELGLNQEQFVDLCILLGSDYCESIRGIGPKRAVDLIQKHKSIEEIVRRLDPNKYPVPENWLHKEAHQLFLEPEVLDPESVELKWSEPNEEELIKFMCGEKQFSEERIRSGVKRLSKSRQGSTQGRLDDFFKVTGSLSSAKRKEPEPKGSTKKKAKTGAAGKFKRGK
#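 Enzyme 10 nM, 15 min RT preincubation with compound; start with substrate 50 nM final; reads at 0 and 15 min; qHTS titration, four-parameter Hill fit.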
# DT40 TDP1 CPT: growth inhibition of DT40 Tdp1-/-;hTDP1 cells with camptothecin (screen for TDP1 inhibitors). chicken DT40 Tdp1-/-;hTDP1 cells + 20 nM CPT, ATP luminescence, 48 h. Potency, µM (highest dose often 46.2 µM), without a hit: at the top dose activity change, negative = growth inhibition, actives largely listed as inhibitors. 420,000 compounds, 12% hits. AID 686979; further: nearly all actives have a fitted effect of over 55% in size
#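 Cell growth measured by CellTiter-Glo luminescence after a minimum 48 h, 37 C compound exposure with 20 nM CPT in Tdp1-knockout DT40 cells stably expressing hTDP1, seeded 400/well; qHTS titration format.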
# Starred values were filed as active, the others as inactive; ? = inconclusive; nt = no result given; & = joins results of further samples; [ ] = dose if it differs, or a comment. The call rests on the fitted dose curve; in most records, active means well fitted curve in the direction sought with a large enough effect; inconclusive means small, poorly fitted or top-dose-only effect, or another doubt; inactive means no such curve, though single readings can be large; an effect the other way counts as inactive or inconclusive. On the % scale 0 is the no-effect control and ±100 the full control effect; potency means the concentration at half of the fitted maximal effect. Not all compounds are listed. The share of hits here may be higher or lower than overall.
mol	GCN5L2 inh	FEN1 inh	DT40 TDP1 CPT
Cc1ccc(OCC(=O)Nc2ccc(S(=O)(=O)N3CCCC3)cc2)cc1	-3%	5%	0%
CCOC(=O)N1CCN(C(=O)C(=O)Nc2ccc3nc4n(c(=O)c3c2)CCCCC4)CC1	-8%	19%	6%
CC1CC(C)CN(S(=O)(=O)c2ccc(NC(=S)NC(=O)c3ccccc3)cc2)C1 (stereo not given)	-6%	2%	?
CCc1nc2ccc(C(=O)NCc3ccc(SC)cc3)cc2nc1CC	-4%	2%	?
COc1cc(NC(=O)CN(c2cc(C)cc(C)c2)S(=O)(=O)c2c(C)[nH]c(=O)[nH]c2=O)cc(OC)c1	2%&-1%	1%&3%	1%&-13%
CC(=O)c1cccc(NC(=O)c2cnn(-c3ccccc3)c2C)c1	-12%	-2%	?
O=C(c1cc2nc(-c3ccccc3)cc(-c3ccccc3)n2n1)N1CCCC1	?	-10%	?
C=C1CCN([C@H](C(=O)Nc2ccc(OC)cc2)C(C)C)S(=O)(=O)c2ccccc21	15%	9%	-23%
O=C(CSCc1ccccc1)N1CCN(c2cccc(C(F)(F)F)c2)CC1	-1%	-18%	?
CCN(CCCNC(=O)CN1C(=O)COc2ccccc21)c1cccc(C)c1	-12%	-18%	-17%
O=C(NC1CCCCC1)c1cc2ccccc2cc1O	-5%	-4%	-24%
COc1cc(C2CC(=O)NC3=C2C(=O)CC(C)(C)C3)cc(OC)c1O (stereo not given)	?	6%	?
Fc1ccccc1NC(=S)N1CCN(C/C=C/c2ccccc2)CC1	5%	-9%	-24%
O=[N+]([O-])c1ccc(Oc2cccc(Br)c2)c2ccncc12	-5%	-10%	?
CCn1ccc(C(=O)Nc2c(C)nn(Cc3c(F)c(F)c(F)c(F)c3F)c2C)n1	0%	-7%	?
Cc1ccccc1OCC(=O)OCC(=O)c1ccc(-c2ccccc2)cc1	0%	-23%	-9%
CC1CN(C(=O)c2ccc3c(c2)OCO3)CC(C)O1 (stereo not given)	0%[0.501 µM]	-14%	0%
O=c1c(-c2ccc(F)cc2)nc2cnc(Nc3ccccc3)nc2n1C[C@H]1CCCO1	-3%	nt	25%
COc1ccc(-n2c(SCC(=O)N3CCC(C(=O)O)CC3)nc3ccccc3c2=O)cc1OC	-3%	11%	12%
COc1ccc(N(CC(=O)N/N=C/c2ccccc2F)S(=O)(=O)c2ccccc2)cc1	-8%	23%	?

# Next entries
mol	GCN5L2 inh	FEN1 inh	DT40 TDP1 CPT
CON(C)c1nc(Oc2ccc(=O)[nH]n2)nc(N(C)C)n1	-1%	-9%	-9%
C=CCNc1nc(NCc2ccco2)nc(OCC)n1	3%	-4%	21µM*
O=C(CN(c1ccc(F)cc1)S(=O)(=O)c1ccccc1)Nc1ccccc1C(=O)O	-7%	0%	1%
COc1cccc(NC(=O)CN2CCc3ccccc3C2)c1	-9%	17%	-14%
CCCNC(=O)c1cccc(C(F)(F)F)c1	4%	4%	-7%
Cc1cccc(C(=O)NNc2ncnc3c2cnn3-c2ccc(C)c(Cl)c2)c1	-7%	4%	-21%
COc1ccccc1C(=O)NCC(=O)OCC(=O)Nc1ccc2[nH]c(=O)[nH]c2c1	-9%	-4%	-9%
CCCCN(CCCC)CC(O)Cn1c2ccccc2c(=O)c2ccccc21 (stereo not given)	2%	-20%	-27%
Cc1ccccc1-c1cc(C(=O)Nc2sc(C(=O)OC(C)C)c(C)c2C#N)c2ccccc2n1	0%	-7%	23µM*
CC(=O)c1ccc2c(c1)c(C#N)c1ccccc1[n+]2[O-]	2%	-8%	13µM*
COc1ccc(C2SCC(=O)N2Cc2ccccc2)cc1 (stereo not given)	-1%	-2%	?
COc1ccc(C2=CC3=C(Br)C(=O)C(C)(OC(=O)C4CCCC4)C(=O)C3=CO2)cc1 (stereo not given)	-4%	?	-5%
CC(C)n1cc(NC(=O)C2CC(c3cccc(Br)c3)=NO2)cn1 (stereo not given)	-4%	-1%	-29%
CCC(NC(=O)CCc1c(C)c2cc3c(C)c(C)oc3cc2oc1=O)C(=O)N[C@@H](Cc1ccccc1)C(=O)O (stereo not given in full)	-14%	-6%	?
COc1ccc(CCN(C)C(=O)CSc2ncnc3sccc23)cc1OC	-10%	3%	?
COCCNC(=O)C(=O)N/N=C(\C)CC(=O)Nc1cccnc1	0%	1%	16%
CCC(CC)NC(=O)Cc1ccccc1[N+](=O)[O-]	?	-1%	0%
CC(=O)Nc1ccc(NC(=O)CSc2ncc(C(=O)Nc3ccc(F)cc3)c(=O)n2C)cc1	0%	-21%	18µM*
CC(C)(C)OC(=O)N(CCc1ccccc1)Cc1cccc(OCc2cccc(NC(=O)C3CC3)c2)c1	nt	-9%	?
O=C(Nc1ccc(Cl)cc1)c1ccc(-c2ccccn2)s1	-4%	-9%	13%

# Carrying on.
mol	GCN5L2 inh	FEN1 inh	DT40 TDP1 CPT
Cc1ccc(-c2nn(-c3ccccc3)cc2C(=O)N2CCN(C3CCS(=O)(=O)C3)CC2)cc1 (stereo not given)	1%	1%	-13%
COC(=O)C1=C(C)N=c2s/c(=C/c3cccs3)c(=O)n2C1c1cccs1 (stereo not given)	-22%	2%	-25%
COc1ccccc1C(=O)Nc1ccccc1C(=O)N1C(C)CCCC1C (stereo not given)	-2%	11%	?
CN(C(=O)CSc1nncc2ccccc12)c1ccccc1	-1%	7%	-2%
COc1ccc(-n2c(Cc3cccn3C)nnc2SCC(=O)NCc2ccccc2Cl)cc1	-7%	16%	?
COC(=O)Cn1c2ccc(OC)cc2c2nc(C)sc21	-3%	-3%	18%
COc1ccccc1CNC(=O)C(C)n1nc(C)c2c(C)n(-c3ccccc3)nc2c1=O (stereo not given)	-4%	-7%	6%
CN(C(=O)CSc1nc2ccccc2o1)C1CCS(=O)(=O)C1 (stereo not given)	-7%	-7%	1%
O=C(C1=C[C@H](C2CCCCC2)C[C@H](OCCCCO)O1)N1CCN(Cc2ccccc2)CC1	-4%	2%	21µM*
Cc1ccccc1NC(=O)Cc1nnc(NC(=O)Nc2ccccc2F)s1	0%	-4%	21%
O=C(COc1ccc2ccccc2c1)N1CCN(C(=O)c2ccco2)CC1	-6%	-1%	10%
CCCCc1ccc(NC(=O)COc2ccc(C(=O)Nc3ccccc3OCC)cc2)cc1	1%	-12%	?
Cc1ccc(S(=O)(=O)N2CCN(C(=O)c3cc4c(C)nn(-c5ccccc5C)c4s3)CC2)cc1	-20%	6%	?
CCCN(CC1CC1)C(=O)COC(=O)c1oc2c(F)cccc2c1C	0%	-14%	-12%
CC(CC(=O)c1cccs1)CC(=O)c1cccs1	-29%	4%	-22%
O=C(Nc1nnc(-c2ccc(Cl)cc2)o1)C1=COCCO1	-1%	1%	-3%
COc1ccccc1N1CCN(CCN2C(=O)c3ccccc3C(C)(C)C2=O)CC1	-1%&-8%	nt	15µM*
COc1cccc(CN2CCCC(C(=O)N3CCCCC3)C2)c1 (stereo not given)	0%	14%	-5%
O=C(CCc1ccc(S(=O)(=O)N2CCOCC2)cc1)Oc1ccccc1	1%	-8%	4%
COc1ccc(S(=O)(=O)Nc2c(C(=O)O)[nH]c3ccc(OC)cc23)cc1	-6%	-2%	6%

# Additional records:
mol	GCN5L2 inh	FEN1 inh	DT40 TDP1 CPT
O=C(/C=C/c1ccccc1)OCC(=O)c1c[nH]c2ccccc12	-4%	11%	-20%
Fc1ccccc1CNCC1CCCO1 (stereo not given)	-8%	4%	1%
CC(C)(C)c1ccc(C(=O)NC2=NC(c3cccc(F)c3)CC(=O)N2)cc1 (stereo not given)	-2%	3%	?
COc1ccc(Nc2nc(N/N=C/c3ccc(N(C)C)cc3)nc(C)c2[N+](=O)[O-])cc1	-6%	-2%	?
COc1ccc2ccccc2c1/C=N/Nc1cccc(C(=O)O)c1	-4%	-6%	-1%
CC(C)c1nnc(NC(=O)CN(C)S(=O)(=O)c2ccc3c(c2)OCCO3)s1	-1%	-1%	7%
NS(=O)(=O)c1ccc(NC(=O)/C=C/c2cn(-c3ccccc3)nc2-c2cccc(Cl)c2)cc1	-11%	-1%	?
CCc1cccc(NC(=O)CSc2nccn2C)c1	-4%	-6%	nt
COc1ccccc1N1CCN(C(=O)C2CCN(S(=O)(=O)c3ccc4c(c3)CC(C)N4C(C)=O)CC2)CC1 (stereo not given)	-5%	6%	?
CCN(CC)c1ccc(/C=C2\NC(=O)NC2=O)cc1	4%	-9%	?
Cc1ccsc1/C=C1/C(=O)NN(c2ccccc2)C1=O	-13%	-7%	0%
COc1ccc2c(c1)c(CC(=O)Nc1cc(C)ccc1C)c(C)n2C(=O)c1ccc(Cl)cc1	-12%	-1%	?
Oc1c(C(c2ccccn2)N2CCCCC2)cc(Cl)c2cccnc12 (stereo not given)	-4%	?	18µM*
Cc1c(C(=O)Nc2ccc3nc(N4CCOCC4)sc3c2)oc2ccccc12	-15%	?	26µM*

# Record cards (already shown). Screens in order: GCN5L2 inh	FEN1 inh	DT40 TDP1 CPT
# Shown for COc1ccc2c(c1)c(CC(=O)Nc1cc(C)ccc1C)c(C)n2C(=O)c1ccc(Cl)cc1 → -12%	-1%	?
# Shown for COc1ccc2ccccc2c1/C=N/Nc1cccc(C(=O)O)c1 → -4%	-6%	-1%
# Shown for CCc1cccc(NC(=O)CSc2nccn2C)c1 → -4%	-6%	nt
# Shown for Fc1ccccc1CNCC1CCCO1 (stereo not given) → -8%	4%	1%
# Shown for Cc1ccsc1/C=C1/C(=O)NN(c2ccccc2)C1=O → -13%	-7%	0%

# An excerpt from above in order of SMILES length, descending.
mol	GCN5L2 inh	FEN1 inh	DT40 TDP1 CPT
Oc1c(C(c2ccccn2)N2CCCCC2)cc(Cl)c2cccnc12 (stereo not given)	-4%	?	18µM*
Cc1ccsc1/C=C1/C(=O)NN(c2ccccc2)C1=O	-13%	-7%	0%
CCc1cccc(NC(=O)CSc2nccn2C)c1	-4%	-6%	nt
Fc1ccccc1CNCC1CCCO1 (stereo not given)	-8%	4%	1%

# Screening results deposited in PubChem by National Center for Advancing Translational Sciences (NCATS).
